Screening data deposited in PubChem BioAssay by University of Kansas High Throughput Screening Laboratory.
mHTT CaM bind – disrupts binding of mutant huntingtin to calmodulin | actives 3.6% (n = 190,000) | P42858 | AlphaScreen His-mHTT/GST-CaM binding, luminescence | inhibition, % at 15 µM;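 note: 0% = both proteins with DMSO and 100% = one protein alone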
Pf apPOL block – Pf-apPOL DNA polymerase inhibition. Recombinant Pf-apPOL, molecular beacon fluorescence, 1.5 h. inhibition, % at 10 µM. actives 0.25% (n = 210,000)
The depositor's hits bear a star; / = no result given. Cut-off read from the data, not from the text of the source: active = inhibition above about 50%; inactive = the rest.

Second line of a record – mHTT CaM bind, Pf apPOL block
- COCCNC(=O)Nc1nc(-c2ccccn2)cs1
    96*, -22
- CCNC(=O)c1sc(-c2ccc(F)cc2)nc1C
    -3, -7
- COc1cc2c(cc1NC(=O)c1ccc(Br)o1)oc1ccccc12
    -1, -3
- CCc1ccc(N2CCN(C(=O)c3cccs3)C(C)C2=O)cc1 (stereo not drawn)
    -3, -4
- CC(=O)C1=C(O)C(=O)N(CCO)C1c1cccc([N+](=O)[O-])c1 (stereo not drawn)
    4, -2
- Cc1ccc(S(=O)(=O)CCC(=O)Nc2ccc(Br)cc2F)cc1
    3, -4
- Cc1ccc(-c2noc(-c3ccc(N4CCCC4)nc3)n2)cc1
    -8, 3
- O=S(=O)(c1cccc2nsnc12)N1CCc2ccccc2C1
    6, -6
- Cc1ccc(C(=O)N2CCN(c3ccccc3)CC2)o1
    5, -6
- O=C(NCC(c1ccsc1)N1CCc2ccccc2C1)C(=O)Nc1ccon1 (stereo not drawn)
    3, 4
- CC(=O)c1ccc(S(=O)(=O)N2CCOCC2)cc1
    0, -2
- CCCc1nc(C)c2c(n1)N(CC1CCCO1)C(=O)CC2 (stereo not drawn)
    2, 3
- O=C1CCCN1c1ccc(S(=O)(=O)NCCc2ccc(Cl)cc2)cc1
    3, -5
- CCN1CCN(Cc2coc3ccc(C)cc3c2=O)CC1
    0, -8
- CCCCN(CC)S(=O)(=O)c1ccc(F)c(C(=O)Nc2ccc(Br)cc2F)c1
    -4, 3
- CC(C)NC(=O)c1ccc2c(c1)CCN2C(=O)C(C)C
    0, -4
- O=C(c1ccccn1)N(c1ccccc1)C1(C(=O)NC2CCCCC2)CCCCC1
    6, 0
- COc1ccc(C(=O)N2CCCC2COc2ccc(C(=O)N3CCCC3)cc2)cc1 (stereo not drawn)
    13, 15
- CC(C)CCOc1ccc(C(=O)NCCC(=O)O)cc1
    3, -3
- CCOc1ccc(CC(=O)N2CCC(Cc3nc4cccnc4n3C(C)C)C2)cc1 (stereo not drawn)
    14, -1

Further structures follow:
Second line of a record – mHTT CaM bind, Pf apPOL block
- Cc1cc(C)nc(NC(=NS(=O)(=O)c2ccc(Br)cc2)N2CCC(C)CC2)n1
    6, -7
- COc1ccc(COc2cc(-c3cccc(OC)c3)nc3ccc(N)cc23)cc1
    3, -8
- O=C(CC12CC3CC(CC(C3)C1)C2)N1CCCCC1
    -6, 2
- O=C(c1nn2c(c1Cl)NC(c1ccc(Cl)cc1)CC2C(F)(F)F)N1CCSCC1 (stereo not drawn)
    19, 3
- Cc1ccc(S(=O)(=O)N2CCC(C(=O)N3CCc4ccccc4C3)CC2)cc1
    15, 1
- O=C1C(=O)N(CCCO)C(c2ccc(Br)cc2)C1=C(O)c1ccccc1 (stereo not drawn)
    7, -4
- Cc1sc2ncn(CC(=O)NCc3ccccn3)c(=O)c2c1C
    -10, -7
- CC(=O)N1CCc2cc(Br)cc(S(=O)(=O)NCCc3cccc(C)c3)c21
    55*, -7
- Cc1ccc(NC(=O)c2cc(S(=O)(=O)N(C)Cc3ccccc3)ccc2F)cc1F
    -15, -2
- O=C(O)C(Cc1ccccc1)N1C(=O)c2ccccc2C1=O (stereo not drawn)
    5, 0
- COc1ccc(-n2nc(C(=O)NCc3ccccc3OC)c3ccccc3c2=O)c(OC)c1
    30, -1
- Cc1ccc(C(=O)Nc2ccccc2CO)cc1[N+](=O)[O-]
    -3, 18
- CCC(=O)Nc1ccc2c(c1)OCCO2
    -4, 4
- Cc1cc(OCC(=O)N(C)c2ccccc2)nc(N2CCCC2)n1
    -4, 0
- CCc1cccc(CC)c1NC(=O)C1CC(=O)N(c2ccc(Br)cc2)C1 (stereo not drawn)
    -4, -6
- Cc1cc(C)c2c(=O)[nH]c(SCC(=O)N3CCOCC3)nc2n1
    -3, -5
- c1csc(-c2nc3cnccn3c2NC2CCCC2)c1
    -12, /
- O=C(Cc1nc(-c2cccnc2)n[nH]1)Nc1ccc(F)cc1
    -3, -1
- O=C(Nc1ccc(Br)cc1)C1(c2ccccc2)CCOCC1
    -4, 0
- Cc1ccccc1CSCC(=O)Nc1ccccc1F
    -34, -6

The results go on:
Second line of a record – mHTT CaM bind, Pf apPOL block
- O=C(NCCCN1CCOCC1)c1ccccc1Br
    -3, -5
- O=[N+]([O-])c1cc([N+](=O)[O-])c2cn(-c3ccc(OC(F)(F)F)cc3)nc2c1
    11, -8
- O=S(=O)(Nc1nccs1)c1ccc(Br)cc1
    3, /
- CC(C)=CCC/C(C)=C/CC(C)(C)CNCCN1CCNCC1
    85*, -5
- O=C(Nc1cnc2ccccc2c1)c1cn(-c2ccc(F)cc2F)c(=O)c2ccccc12
    41, -5
- O=C1CC(c2noc(-c3ccco3)n2)CN1Cc1ccccc1 (stereo not drawn)
    -1, -1
- COc1cc(C=O)cc(Br)c1OCc1ccccc1Cl
    -23, 2
- Brc1ccc(-c2nc3ccccc3[nH]2)o1
    3, -8
- COc1ccc(C=NCC2(c3ccccc3)CCCC2)c(OC)c1
    -2, -4
- NC(=O)CN1CCN(c2ccc(F)cc2)CC1
    1, 3
- Cc1nc(N)ncc1Sc1ccccc1
    /, -3
- CC1=CC(C)(C)N(C(=O)CSc2nccn2C)c2cc(C)ccc21
    11, -3
- CC(C)N(CCC(=O)c1ccc2ccccc2c1)Cc1ccccc1
    /, 2
- O=C(NNC(=NS(=O)(=O)c1ccccc1)NNC(=O)c1cccc(Cl)c1)c1cccc(Cl)c1
    /, -74
- O=C1CCCC2=C1C(c1ccc(OC(F)F)cc1)C1=C(CCCC1=O)N2
    -6, -5
- Cc1ccc(C(=O)C=CNc2cc(C(F)(F)F)cc(C(F)(F)F)c2)cc1
    /, -8
- CC(NC(=O)CN1C(=O)NC2(CCCCC2)C1=O)c1ccccc1 (stereo not drawn)
    0, -2
- Cc1ccc(S(=O)(=O)c2nc(S(C)(=O)=O)sc2NCCc2ccccc2)cc1
    3, -3
- COC(=O)c1oc2ccccc2c1O
    10, 18
- Cc1ccc2c(Nc3ccc(C#N)cc3)c(C(=O)N3CCCCC3)cnc2n1
    3, -3

6 compounds out of the list, ordered by count of non-hydrogen atoms, lowest first.
Second line of a record – mHTT CaM bind, Pf apPOL block
- O=C(NCCCN1CCOCC1)c1ccccc1Br
    -3, -5
- COc1cc(C=O)cc(Br)c1OCc1ccccc1Cl
    -23, 2
- CC1=CC(C)(C)N(C(=O)CSc2nccn2C)c2cc(C)ccc21
    11, -3
- CC(C)N(CCC(=O)c1ccc2ccccc2c1)Cc1ccccc1
    /, 2
- O=C1CCCC2=C1C(c1ccc(OC(F)F)cc1)C1=C(CCCC1=O)N2
    -6, -5
- Cc1ccc(S(=O)(=O)c2nc(S(C)(=O)=O)sc2NCCc2ccccc2)cc1
    3, -3

Rewritten in CSV form: entries from further up.
Structure,mHTT CaM bind,Pf apPOL block
Cc1ccc(S(=O)(=O)CCC(=O)Nc2ccc(Br)cc2F)cc1,3,-4
CCc1cccc(CC)c1NC(=O)C1CC(=O)N(c2ccc(Br)cc2)C1 (stereo not drawn),-4,-6
Brc1ccc(-c2nc3ccccc3[nH]2)o1,3,-8
Cc1cc(C)c2c(=O)[nH]c(SCC(=O)N3CCOCC3)nc2n1,-3,-5
CC(C)CCOc1ccc(C(=O)NCCC(=O)O)cc1,3,-3
Cc1cc(OCC(=O)N(C)c2ccccc2)nc(N2CCCC2)n1,-4,0
O=C1CC(c2noc(-c3ccco3)n2)CN1Cc1ccccc1 (stereo not drawn),-1,-1

Among those listed so far, 3 contain an aryl thioether with sulfur outside any ring.
Second line of a record – mHTT CaM bind, Pf apPOL block
- Cc1cc(C)c2c(=O)[nH]c(SCC(=O)N3CCOCC3)nc2n1
    -3, -5
- Cc1nc(N)ncc1Sc1ccccc1
    /, -3
- CC1=CC(C)(C)N(C(=O)CSc2nccn2C)c2cc(C)ccc21
    11, -3

Next part
Second line of a record – mHTT CaM bind, Pf apPOL block
- CN(C)C=Nc1nonc1-c1ccc(Cl)cc1
    /, -6
- O=C(O)c1nnn(Cc2ccc(F)cc2)c1-c1cccnc1
    -3, -4
- O=C1CC2(CCN(C(=O)Nc3ccccc3)CC2)Oc2ccccc21
    -11, -7
- CNS(=O)(=O)c1cc(C(=O)Nc2ccc3c(c2)OCO3)oc1C
    0, -4
- O=C(CC1CCCCC1)NC1CCN(C(=O)c2cc(-c3cccc(Cl)c3)n[nH]2)CC1
    3, -10
- COc1cc(Nc2ncc3c(n2)CCN(Cc2ccc(C)s2)C3)cc(OC)c1
    24, 1
- O=C(Cc1cccc(C(F)(F)F)c1)Nc1cc(-c2ccccn2)no1
    -12, 3
- Cc1cccc(N2CCN(C(=O)c3ccc(SCc4cccnc4)c([N+](=O)[O-])c3)CC2C)c1 (stereo not drawn)
    98*, -4
- Cc1ccc(N(CC(=O)Nc2ccc(C(N)=O)cc2)S(=O)(=O)c2ccccc2)c(C)c1
    15, 1
- O=[N+]([O-])c1ccccc1S(=O)(=O)N1CCN(S(=O)(=O)c2ccccc2)CC1
    -7, -15
- COc1ccc(C2=N/C(=C\C(Br)=C\c3ccccc3)C(=O)O2)cc1OC
    12, 5
